KCNQ2 block = KCNQ2 channel blockers in CHO-K1 cells – cell-based, FluxOR thallium flux, B-score, primary screen (AID 2156); O88943; 1.1% of 310,000 active; B-score at 10 µM; 20 min; hits give low values;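 active = fluorescence ratio B-score at most minus 3 library SDs, with starting brightness B-score within 2 library SDs, cut at about -5.5 in these data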
Target sequence (O88943 whole entry, looked up): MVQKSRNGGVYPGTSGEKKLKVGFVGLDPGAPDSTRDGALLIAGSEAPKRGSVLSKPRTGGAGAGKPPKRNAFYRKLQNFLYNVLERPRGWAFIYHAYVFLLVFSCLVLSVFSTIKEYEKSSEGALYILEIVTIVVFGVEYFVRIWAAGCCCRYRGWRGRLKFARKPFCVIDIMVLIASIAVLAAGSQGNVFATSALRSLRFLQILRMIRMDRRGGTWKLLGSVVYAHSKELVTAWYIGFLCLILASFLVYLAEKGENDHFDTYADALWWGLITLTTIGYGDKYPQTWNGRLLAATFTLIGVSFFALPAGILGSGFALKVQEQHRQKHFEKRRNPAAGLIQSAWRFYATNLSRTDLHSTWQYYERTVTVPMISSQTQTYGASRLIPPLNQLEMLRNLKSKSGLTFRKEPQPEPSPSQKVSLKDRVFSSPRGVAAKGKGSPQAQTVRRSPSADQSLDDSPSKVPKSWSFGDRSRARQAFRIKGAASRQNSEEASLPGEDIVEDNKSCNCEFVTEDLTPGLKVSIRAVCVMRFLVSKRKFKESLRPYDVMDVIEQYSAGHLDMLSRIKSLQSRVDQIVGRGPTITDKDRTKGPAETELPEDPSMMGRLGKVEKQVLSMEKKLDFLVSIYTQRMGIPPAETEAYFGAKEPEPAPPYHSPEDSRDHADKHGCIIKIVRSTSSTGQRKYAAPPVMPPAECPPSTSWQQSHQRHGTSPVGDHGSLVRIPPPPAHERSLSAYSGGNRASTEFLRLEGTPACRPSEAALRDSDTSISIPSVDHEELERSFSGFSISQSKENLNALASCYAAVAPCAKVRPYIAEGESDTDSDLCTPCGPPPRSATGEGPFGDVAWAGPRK
OX1R antag = antagonists of human orexin 1 receptor (OX1R); inhibition, % at 6.6 µM; O43613; AID 485270; OX1R-expressing cells, FRET antagonist read-out; 1.8% of 330,000 active; in the data active = inhibition mostly above about 38%, no sharp cut-off; inactive = mostly below about 40%;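 note: 0% = agonist challenge alone and 100% = reference antagonist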
STK33 kinase inh = blocks human STK33 kinase activity; Q9BYT3; purified STK33, MBP phosphorylation, ADP-Glo luminescence; inhibition, % at 10 µM; 0.073% of 320,000 active; AID 2661;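 active = inhibition at or above 25%, using the most active replicate where run in duplicate; inactive = inhibition below 25%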
Numbers without * were called inactive; i = inactive; . = no result given. Not all compounds are listed. The share of hits here may be higher or lower than overall.

SMILES | KCNQ2 block | OX1R antag | STK33 kinase inh
Cc1ccc(S(=O)(=O)CC(C)(O)C(=O)Nc2cccc(C(F)(F)F)c2)cc1 (stereo unspecified) | i | 18 | 0.3
CC1CCN(CC(=O)c2ccc3c(c2)OCCO3)CC1 | i | 17 | -0.5
O=C(O)C1=CC2c3ccccc3C1c1ccccc12 | i | -10 | -3.1
COc1ccc(CNCCc2cccc(F)c2)c2ccccc12 | i | . | 2.8
Cn1c(O)c(C=NCCN2CCN(C(=O)c3ccccc3)CC2)c(=O)n(C)c1=O | i | 9 | -1.4
CCCCNC(=S)N1CCn2cccc2C1c1cccnc1 (stereo unspecified) | i | 12 | -1.4
CC1C(OC(=O)CCC(=O)NC(C)(C)CO)O[C@H]2OC3(C)CC[C@H]4[C@H](C)CCC1C24OO3 (stereo partly specified) | i | -8 | -1.9
CSCCC(NC(=O)CCC(=O)OC1CC[C@H]2[C@@H]3CC[C@H]4CC(=O)CC[C@]4(C)[C@H]3CC[C@]12C)C(=O)O (stereo partly specified) | i | 6 | -2.1
O=c1c2ccccc2nc(/C=C/c2ccco2)n1-c1ccccc1O | i | 4 | -3.0
O=c1c2ccccc2nc(Cc2cccc([N+](=O)[O-])c2)n1-c1ccc(O)cc1 | i | 10 | 1.2
CCOC(=O)C(O)(c1cn(C)c2ccccc12)C(F)(F)F (stereo unspecified) | i | 26 | -0.2
CNCCc1c(C)n[nH]c1C | i | 18 | 1.1
CCN(CC)C(=O)c1ccc(NC(=O)c2sccc2-c2ccccc2)cc1 | i | 3 | 2.1
CSCCC(N=Cc1c(O)n(-c2ccc(F)cc2)c(=O)[nH]c1=O)C(=O)OC(C)(C)C (stereo unspecified) | i | 5 | -2.4
Cc1ccc(S(=O)(=O)N2CCCCC2)cc1NC(=O)CN1CC=C(c2ccccc2)CC1 | i | 1 | 0.2
C=CCn1c(=O)c(C=Nc2cccc([N+](=O)[O-])c2)c(O)n(CCCC)c1=O | i | 20 | 0.1
COc1ccc(N2C(=O)NC(=O)/C(=C\c3cn(C)c4ccccc34)C2=O)cc1 | i | 6 | -0.5
O=c1[nH]c(=O)n(Cc2ccccc2)c(O)c1C=NCCN1CCOCC1 | i | 2 | -0.6
O=[N+]([O-])c1ccc(N2CCNCC2)c(Cl)c1 | i | 56 | -0.5
CN1CCN(S(=O)(=O)c2cnc(Cl)c(Br)c2)CC1 | i | 6 | -2.1

Given as labelled records: 4 of the compounds above.
O=[N+]([O-])c1ccc(N2CCNCC2)c(Cl)c1
  KCNQ2 block: i; OX1R antag: 56; STK33 kinase inh: -0.5
Cn1c(O)c(C=NCCN2CCN(C(=O)c3ccccc3)CC2)c(=O)n(C)c1=O
  KCNQ2 block: i; OX1R antag: 9; STK33 kinase inh: -1.4
O=C(O)C1=CC2c3ccccc3C1c1ccccc12
  KCNQ2 block: i; OX1R antag: -10; STK33 kinase inh: -3.1
Cc1ccc(S(=O)(=O)CC(C)(O)C(=O)Nc2cccc(C(F)(F)F)c2)cc1 (stereo unspecified)
  KCNQ2 block: i; OX1R antag: 18; STK33 kinase inh: 0.3

Next results follow.
SMILES | KCNQ2 block | OX1R antag | STK33 kinase inh
COc1cc2c3cc1Oc1c(OC)c(OC)cc4c1[C@H](Cc1ccc(cc1)Oc1cc(ccc1O)C[C@H]3N(C)CC2)N(C)CC4 | . | 8 | -0.3
CC(C)(C)[C@]1(O)C[C@@H]2OC(=O)C[C@@]23C(=O)O[C@@H]2OC(=O)[C@H](O)[C@]213 | i | 12 | -0.3
CCOP(=O)(OCC)C(C)(C)NC(=O)C(Cl)(Cl)Cl | i | 5 | -1.7
O=C(O)c1cccc(N=Nc2c(O)[nH]c(=O)[nH]c2=O)c1 | i | 138* | 0.2
CN1CCN(c2ccc(C=O)cc2)CC1 | i | 18 | -1.1
COc1ccc(-n2nc(C(=O)NCC(=O)N3CCC4(CC3)OCCO4)c3ccccc3c2=O)cc1OC | i | 43 | -2.8
CN1C(=O)C(Cc2cccc3ccccc23)C(=O)N(C)C1=O | i | 4 | -0.5
COc1ccc(Cn2c(O)c(/C=N/NC(=O)c3ccccc3)c(=O)[nH]c2=O)cc1 | i | 15 | -0.2
Cc1c(N=Cc2c(O)n(CCc3ccc(F)cc3)c(=O)[nH]c2=O)c(=O)n(-c2ccccc2)n1C | i | 13 | 0.1
N[C@@H](Cn1oc(=O)[nH]c1=O)C(=O)O | i | 17 | -0.3

2 compounds drawn at random from the list so far:
SMILES | KCNQ2 block | OX1R antag | STK33 kinase inh
CC(C)(C)[C@]1(O)C[C@@H]2OC(=O)C[C@@]23C(=O)O[C@@H]2OC(=O)[C@H](O)[C@]213 | i | 12 | -0.3
Cn1c(O)c(C=NCCN2CCN(C(=O)c3ccccc3)CC2)c(=O)n(C)c1=O | i | 9 | -1.4

Later entries
SMILES | KCNQ2 block | OX1R antag | STK33 kinase inh
COc1ccc(C=C2C(=O)N(C)C(=O)N(C)C2=O)cc1COc1ccc(NC(C)=O)cc1 | i | 16 | -0.4
O=P(Oc1ccccc1)(Oc1ccccc1)c1ccccc1 | i | 37 | 0.7
CCOC(=O)C1(CCOc2ccccc2)CCN(C2Cc3ccccc3C2)CC1 | i | 10 | -0.5
CCOc1ccc(-n2c(O)c(N=Nc3c(C)n(C)n(-c4ccccc4)c3=O)c(=O)[nH]c2=O)cc1 | i | 39* | -0.3
CC(C)=CCOc1c2occc2cc2ccc(=O)oc12 | i | 34 | 1.7
CCOC(=O)c1nc2ccccc2c(=O)n1-c1ccc(C)cc1C | i | 22 | -0.1
CN1CCN(c2ncnc3ccc(Br)cc23)CC1 | i | 17 | 1.4
CCCSc1nc(O)c(CC)c(=O)n1C(C)CC (stereo unspecified) | i | 10 | 0.1
CN1CCC(N(C)c2ccc(C(N)=O)cc2[N+](=O)[O-])CC1 | i | 8 | 0.0
O=C(O)c1ccc(-[n+]2c(-c3ccccc3)cc(-c3ccccc3)cc2-c2ccccc2)cc1 | i | 29 | -0.9
OCC[N+]12CCC(CC1)C(C(O)(c1ccccc1)c1ccccc1)C2 (stereo unspecified) | i | 8 | -0.2
CCCCCn1c(=O)c(C(=O)Nc2c(C)n(C)n(-c3ccccc3)c2=O)c(O)c2ccccc21 | i | 14 | -2.3
O=C1/C(=C\c2ccc(Cl)cc2Cl)N2CCC1CC2 | i | 8 | -1.4
N=C1c2ccccc2CN1NC(=O)c1ccc(Br)o1 | i | 0 | 0.3
COc1ccc(CCn2c(O)c(C=Nc3ccccc3F)c(=O)[nH]c2=O)cc1OC | i | 7 | 1.4
N#CC1(c2ccccc2)CCN(C2CC(=O)N(c3ccc4c(c3)OCO4)C2=O)CC1 (stereo unspecified) | i | 11 | -1.0
CN(C)c1ccc(/C=C2\C(=O)NC(=O)N(CCc3ccc(F)cc3)C2=O)cc1 | i | 4 | -3.0
CC(=O)N1CN2CN(C(C)=O)CC(C(=O)c3ccc([N+](=O)[O-])cc3)(C2)C1 | i | 93* | -1.0
CCOC(=O)C1(c2ccccc2)CCN(CCC(=O)Nc2ccc(C(=O)OC)cc2)CC1 | . | -1 | 1.0
O=P1(Nc2cccnc2)COc2ccccc2OC1 | i | 7 | -0.9

Structures shown so far with fluorine, in the order listed:
SMILES | KCNQ2 block | OX1R antag | STK33 kinase inh
Cc1ccc(S(=O)(=O)CC(C)(O)C(=O)Nc2cccc(C(F)(F)F)c2)cc1 (stereo unspecified) | i | 18 | 0.3
COc1ccc(CNCCc2cccc(F)c2)c2ccccc12 | i | . | 2.8
CCOC(=O)C(O)(c1cn(C)c2ccccc12)C(F)(F)F (stereo unspecified) | i | 26 | -0.2
CSCCC(N=Cc1c(O)n(-c2ccc(F)cc2)c(=O)[nH]c1=O)C(=O)OC(C)(C)C (stereo unspecified) | i | 5 | -2.4
Cc1c(N=Cc2c(O)n(CCc3ccc(F)cc3)c(=O)[nH]c2=O)c(=O)n(-c2ccccc2)n1C | i | 13 | 0.1
COc1ccc(CCn2c(O)c(C=Nc3ccccc3F)c(=O)[nH]c2=O)cc1OC | i | 7 | 1.4
CN(C)c1ccc(/C=C2\C(=O)NC(=O)N(CCc3ccc(F)cc3)C2=O)cc1 | i | 4 | -3.0

Other records.
SMILES | KCNQ2 block | OX1R antag | STK33 kinase inh
O=C(NCc1cccnc1)C(Cl)(Cl)Cl | i | 10 | 0.6
CNP(=S)(NC)OCCOc1ccc(OC)cc1 | i | 20 | -1.3
COc1ccc(Cl)cc1NC1=NCC(C)S1 (stereo unspecified) | i | -1 | -1.3
COc1ccc(CC2C(=O)N(C)C(=O)N(C)C2=O)c(OC)c1 | i | 7 | -0.5
CC(C)OC(=O)c1c(N)n(CC2CCCO2)c2nc3ccccc3nc12 (stereo unspecified) | i | 16 | -0.9
COc1cc(C(=O)OC2C[C@H]3CC[C@@H](C2)N3)ccc1O (stereo partly specified) | i | 12 | 0.8
O=c1c2ccccc2nc(-c2ccoc2)n1-c1ccccc1 | i | 13 | -0.2
COc1ccc(CN2CCCC(C(=O)c3ccc(Cl)cc3)C2)c(OC)c1 (stereo unspecified) | i | 5 | .
O=c1c2ccccc2nc(N2CCCC2)n1-c1ccccc1 | i | 9 | -0.7
C=CCn1c(O)c(C=NCCN2CCNCC2)c(=O)[nH]c1=O | i | 16 | 0.1
CNC(=O)c1cccn(Cc2ccc(C(F)(F)F)cc2)c1=O | i | 20 | 0.6
COC(=O)C(O)(c1ccc(N(C)C(=O)COc2ccccc2)cc1)C(F)(F)F (stereo unspecified) | i | 6 | .
CCOC(=O)c1cncn1[C@H](C)c1ccccc1 | i | 21 | -0.4
CC(C)OCCCNC(=O)c1c(N)n(Cc2cccs2)c2nc3ccccc3nc12 | i | 8 | 0.4
CCC(C#N)(CC)P(=S)(c1ccccc1)c1ccccc1 | -8.6* | 34 | -0.9
O=C(c1cc(-c2ccccc2)nc2ccccc12)N1CCC2(CC1)OCCO2 | i | 10 | 1.2
NC(=O)c1cc(N2CC2)c([N+](=O)[O-])cc1[N+](=O)[O-] | i | 74* | -0.8
CCCCOC(=O)COc1cc(C)cc2oc(=O)c3c(c12)CCC3 | i | 8 | -0.1
O=C(O)C1C2CCC(O2)C1C(=O)NC1CCCCC1 (stereo unspecified) | i | 11 | 0.7
O=P(Oc1ccccc1)(Oc1ccccc1)C(O)c1ccc(Cl)cc1 (stereo unspecified) | i | 24 | -1.1
CCc1nc2ccccc2c(=O)n1-c1ccccc1[N+](=O)[O-] | i | 8 | -2.5
c1cncc(C2Nc3cccc4cccc(c34)N2)c1 | i | 18 | 0.4
CCOC(=O)C1(CCc2ccccc2)CCN(CC(O)CO)CC1 (stereo unspecified) | i | 10 | -0.6
O=c1[nH]c(=O)n(C2CCCCC2)c(O)c1/C=N/N1CCCCC1c1cccnc1 (stereo unspecified) | i | 9 | -1.0
O=C1c2cccc3cccc(c23)C(=O)N1/N=C/c1c(O)n(-c2ccccc2)c(=O)[nH]c1=O | i | 61* | -2.8
C[N+]1(C)C2CC[C@H]1CC(OC(=O)C(CO)c1ccccc1)C2 (stereo partly specified) | . | 13 | -0.8
CCOC(=O)C(O)(c1ccc(NC(=O)c2ccc(Cl)c(Cl)c2)cc1)C(F)(F)F (stereo unspecified) | i | 8 | -1.3
C[C@]12CCC(=O)C=C1CC[C@@H]1C2CC[C@]2(C)C(=O)CCC12 (stereo partly specified) | i | 10 | 0.9
NN=C(N)N | . | 17 | -2.4
CCC12CN3CCN(CC(C3)/C1=N/NC(=O)c1ccncc1)C2 | i | 1 | -1.3
O=C1NC(=O)N(Cc2ccco2)C(=O)/C1=C\c1cccn1CCOc1ccccc1 | i | 3 | 0.2
CCN(CC)S(=O)(=O)c1ccc(C)c(NCC(=O)Nc2ccc(C#N)c(Cl)c2)c1 | i | 17 | -1.3
COC(=O)C1=C(c2ccc(-c3ccccc3)c(F)c2)C[C@@H]2CC[C@H]1N2C(=O)N1CCc2cc(OC)c(OC)cc2C1 | . | 1 | -1.3
Cc1cccc(CN2CCCC(C(=O)c3ccc4c(c3)OCO4)C2)n1 (stereo unspecified) | i | 17 | -0.3
CC1(C)CC(n2[nH]c(=O)c3c2NC(=O)CSC3c2ccc(F)cc2)CCO1 (stereo unspecified) | i | -7 | 0.0
CCOP(=O)(OCC)C(NC(C)=O)C(Cl)(Cl)Cl (stereo unspecified) | i | 14 | -1.0
Cn1c(=O)cc(OCC(=O)N2CCN(Cc3ccc4c(c3)OCO4)CC2)c2ccccc21 | i | 13 | 0.1
O=[N+]([O-])[N-][n+]1cnn(Cc2ccc(Cl)cc2)c1 | i | 9 | -0.5
C(#CCN1CCOCC1)COC/C=C/c1ccccc1 | i | 18 | -0.6
COC(=O)C1=C(c2cccc(C#N)c2)C[C@@H]2CC[C@H]1N2C(=O)NCc1ccco1 | . | 0 | -0.4
COCCOC(=O)c1c(C)oc2ccc(OC(=O)N(C)C)cc12 | i | 19 | 0.6
Cc1ccc2c(c1)CC1(CN2C)C(=O)NC(=O)N(CCc2ccccc2)C1=O (stereo unspecified) | i | 8 | 1.2
CC(=O)N1CN2CN(C(C)=O)CC(C(=O)c3ccccc3)(C2)C1 | i | 13 | -1.0
O=C1NC(=O)N(CCc2ccc(F)cc2)C(=O)/C1=C/c1cccs1 | i | 11 | -1.1
C1=CC(Cc2cncs2)c2ccccc21 (stereo unspecified) | . | 3 | -1.0
CNC(=O)O/N=C(\C)Cc1nnn(-c2cc(C)on2)n1 | i | 15 | -0.1
COc1cccc(CN2CC=C(c3ccc(F)cc3)CC2)c1 | i | 9 | 0.4
O=[N+]([O-])c1cnc[nH]1 | i | 22 | -0.3
CO[C@H]1[C@@H](OC)CC(OC2OC(CO)C(O)C(O)C2O)/C(=C\C#N)[C@@H]1O (stereo partly specified) | i | -3 | -0.3
O=C(Oc1ccc([N+](=O)[O-])cc1)N1CCC(N2CCCCC2)CC1 | i | 22 | -1.8
O=c1[nH]c(=O)n(-c2ccccc2Cl)c(O)c1C=NCCN1CCCCC1 | i | 16 | -0.9

From PubChem BioAssay
